Source: PubChem BioAssay (National Center for Advancing Translational Sciences (NCATS))
Tb PFK block: inhibitors of T. brucei phosphofructokinase; 330,000 tested, 0.17% active; AID 485367; Potency, µM (highest dose often 57.5 µM), without a hit: at the highest dose activity, negative = inhibition, hits mostly inhibitors; O15648; T. brucei PFK, ADP-Glo luminescence;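 also: potency is read from the fitted curve at half-maximal effect; 0% = uninhibited 1x PFK enzyme wells and -100% = no-enzyme wells; nearly all actives have a fitted effect of over 60% in size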
Target sequence (O15648 whole entry, looked up): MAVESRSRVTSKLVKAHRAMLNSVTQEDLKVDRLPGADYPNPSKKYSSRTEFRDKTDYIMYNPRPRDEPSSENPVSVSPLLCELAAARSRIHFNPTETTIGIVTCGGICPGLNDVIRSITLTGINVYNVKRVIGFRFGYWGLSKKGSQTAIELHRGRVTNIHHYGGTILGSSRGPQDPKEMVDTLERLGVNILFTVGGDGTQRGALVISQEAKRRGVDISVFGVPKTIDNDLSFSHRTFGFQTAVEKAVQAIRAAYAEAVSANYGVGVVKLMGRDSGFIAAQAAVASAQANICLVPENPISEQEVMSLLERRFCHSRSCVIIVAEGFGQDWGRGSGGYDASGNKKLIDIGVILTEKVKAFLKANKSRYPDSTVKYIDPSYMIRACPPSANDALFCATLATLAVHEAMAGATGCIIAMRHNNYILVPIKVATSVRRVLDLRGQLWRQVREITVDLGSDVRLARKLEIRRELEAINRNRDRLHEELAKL
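1.25 nM PFK with 0.5 mM F6P and 0.1 mM ATP in 0.1 M TEA pH 8.0, 5 mM MgCl2, incubated 45 min at room temperature; ADP measured by ADP-Glo luminescence; compounds titrated up to 57 uM.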
RORgamma inh: inhibitors of mouse ROR gamma transcriptional activity. Drosophila S2 Gal4-RORgamma UAS-luciferase reporter, 20 h. 310,000 tested, 5.4% active. P51450. AID 2551. Potency, µM (series often up to 53.6 µM), for the others: at the top dose activity change, negative = inhibition, hits mostly inhibitors; also: potency is read from the fitted curve at half-maximal effect; % is scaled to controls: 0 for no effect and ±100 for the full control effect; nearly all actives have a fitted effect of over 60% in size
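Stable Schneider cell line, Gal4 DNA-binding domain fused to ROR gamma, UAS-luciferase. Cmpd 1 hr RT → CuSO4 700 uM final → 20 hr RT → luciferase reagent 10 min → luminescence.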
Giardia kill: kills Giardia lamblia; Giardia lamblia trophozoite viability; activity change, % at 7.66 µM, hits read low; 340,000 tested, 0.15% active; in the data active = activity change below about -80%; inconclusive = between about -30% and that limit;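 also: parasites exposed to compound for two days anaerobically before the ATP read; % is scaled to controls: 0 for no effect and ±100 for the full control effect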
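Killing of trophozoites was scored by loss of ATP luminescence after a 48 hrs anaerobic exposure to compounds at 37 deg C, using 100 cells per well.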
Rab9 prom act: activators of Rab9 promoter. Huh7 Rab9 promoter-luciferase reporter, luminescence, 24 h. Potency, µM (titrated, usually from 9.22 µM), inactives show at the top dose activation, negative = inhibition, most hits filed as activators. 320,000 tested, 2.8% active; also: potency is read from the fitted curve at half-maximal effect; % of control where 0% means no effect; nearly all actives have a fitted effect of over 60% in size
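Huh7 reporter line, Rab9 promoter upstream of luciferase. Compound exposure 24 h at 37 °C in reduced-serum medium with 10% FBS. Read-out: luminescence.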
uPA generation: inhibitors of cell surface uPA generation; AID 540303; cell surface uPA generation assay, qHTS; 330,000 tested, 0.31% active; Potency, µM (series often up to 38.3 µM), for the others: top-dose activity change, negative = inhibition, actives largely listed as inhibitors; active = well fitted inhibition curve with a large enough effect; inconclusive = small, poorly fitted or top-dose-only effect; inactive = no such curve, though single readings can be large or run the other way; tested in mouse RAW 264.7 cells; also: potency is read from the fitted curve at half-maximal effect; % is scaled to controls: 0 for no effect and ±100 for the full control effect; nearly all actives have a fitted effect of over 55% in size
NPC1 prom act: NPC1 promoter activation. Huh7 NPC1 promoter luciferase reporter, 24 h. Potency, µM (doses to about 9.22 µM), inactives show top-dose activation, actives largely listed as activators. 320,000 tested, 2.4% active. AID 485313;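 also: potency is read from the fitted curve at half-maximal effect; % of control where 0% means no effect; nearly all actives have a fitted effect of over 60% in size; reporter is driven by a mutant NPC1 promoter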
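Huh7 reporter cells (NPC1 promoter driving luciferase) are dosed with compound for 24 h at 37 °C, 5% CO2; luciferase detection reagent is then added and luminescence measured after 10 min at ambient temperature.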
FLuc counter: counter-screen for miR-21 project: firefly luciferase inhibitors or activators. P08659. purified FLuc, Km substrates, luminescence inhibition. Potency, µM (doses to about 57.5 µM), for the others: at the top dose activity change, negative = inhibition, hits mostly inhibitors. 360,000 tested, 6.9% active. AID 588342;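 also: potency is read from the fitted curve at half-maximal effect; plate controls were vehicle for no effect and reference inhibitor for full effect; nearly all actives have a fitted effect of over 55% in size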
Target sequence (P08659 whole entry, looked up): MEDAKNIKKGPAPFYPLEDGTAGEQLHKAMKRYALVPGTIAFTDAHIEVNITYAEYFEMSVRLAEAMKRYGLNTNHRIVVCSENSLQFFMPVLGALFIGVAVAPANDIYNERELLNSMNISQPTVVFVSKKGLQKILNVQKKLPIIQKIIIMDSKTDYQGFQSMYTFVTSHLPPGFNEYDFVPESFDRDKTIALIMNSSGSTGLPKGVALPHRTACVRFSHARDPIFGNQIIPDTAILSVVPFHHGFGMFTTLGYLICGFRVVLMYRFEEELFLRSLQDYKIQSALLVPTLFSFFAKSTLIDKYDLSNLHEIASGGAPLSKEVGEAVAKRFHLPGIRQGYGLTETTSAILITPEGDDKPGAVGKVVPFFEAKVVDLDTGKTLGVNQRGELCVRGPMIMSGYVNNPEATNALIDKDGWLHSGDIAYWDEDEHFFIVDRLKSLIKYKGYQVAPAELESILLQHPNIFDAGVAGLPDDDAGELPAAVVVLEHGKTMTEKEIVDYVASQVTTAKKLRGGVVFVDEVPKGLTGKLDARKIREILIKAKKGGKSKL
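Biochemical qHTS of compounds, final roughly 60 µM downward over six points, against 10 nM purified firefly luciferase using Km concentrations of substrates (10 uM D-luciferin, 10 uM ATP) in Tris acetate pH 7.5 buffer; luminescence output.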
ELG1 genotox: induces genotoxicity in HEK293T cells with luciferase-tagged ELG1; HEK293T ELG1-luciferase reporter, luminescence, 16 h; Potency, µM (series often up to 46 µM), for inactives: at the highest dose activity change, positive = activation, most hits filed as activators; 330,000 tested, 1.3% active; AID 504466; also: potency is read from the fitted curve at half-maximal effect; % of control where 0% means no effect; nearly all actives have a fitted effect of over 60% in size
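Luminescence read-out: rising ELG1-luciferase signal, reflecting elevated ELG1 protein under genetic stress, flags genotoxic compounds. Cells were treated for 16 hr at 37 °C before ONE-Glo detection.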
FBPA coupling cs: coupling enzyme interference in Giardia aldolase counter-screen; coupling enzyme system counterscreen, AmpLite Red fluorescence; activity change, negative = inhibition, % at 58.2 µM, hits read low; 290,000 tested, 0.67% active; in the data active = activity change below about -30%; also: % is scaled to controls: 0 for no effect and ±100 for the full control effect
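Counterscreen lacking aldolase: glyceraldehyde-3-phosphate coupling-enzyme reagent preincubated 10 min at RT with compound (at 57.5 uM final), then substrate/coupling system with AmpLite Red added; fluorescence read at 525/598 nm after 20 min RT.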
VP16 counter: counter-screen for ROR gamma inhibitors: Gal4-VP16 reporter; Drosophila S2 Gal4-VP16 UAS-luciferase, luminescence, 20 h; Potency, µM (top dose mostly 53.6 µM), for the others: at the highest dose activity, negative = inhibition, usual class: inhibitors; 310,000 tested, 3.5% active;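 also: Gal4-VP16 expression switched on by copper sulfate through the metallothionein promoter; potency is read from the fitted curve at half-maximal effect; % is scaled to controls: 0 for no effect and ±100 for the full control effect; nearly all actives have a fitted effect of over 50% in size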
KCNH2 3.1 inh: blocks the human KCNH2 3.1 channel isoform | U2OS KCNH2 3.1, thallium flux FluxOr; stronger effect = lower value | 340,000 tested, 0.95% active | AID 720553 | activity change, % (tested at about 1.8 µM);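 active = maximum activity change below -70%; inconclusive = maximum activity change from -70% to -50%; inactive = maximum activity change above -50%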;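 also: thallium influx rate constant from kinetic fluorescence after stimulation buffer; % is scaled to controls: 0 for no effect and ±100 for the full control effect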
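Channel expression came from 3.1 mutant virus (1.77 x 10^8 /mL) applied to suspended U2OS cells for 4 h. Flux was tracked with FluxOr dye plus Red40 quencher, and kinetic rate constants normalized to controls.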
An asterisk follows results filed as active; ? = inconclusive; / = no result given; [ ] = remark or other dose. Unless noted, calls follow the shape of the dose curve; as a rule, active = well fitted curve in the direction sought with a large enough effect; inconclusive = small, poorly fitted or top-dose-only effect, or another doubt; inactive = no such curve, though single readings can be large; an effect the other way counts as inactive or inconclusive.

Values run as follows: NPC1 prom act | Rab9 prom act | ELG1 genotox | VP16 counter | FLuc counter | KCNH2 3.1 inh | uPA generation | Giardia kill | FBPA coupling cs | Tb PFK block | RORgamma inh
> O=C(O)C1=C[C@H](c2ccc(C(F)(F)F)cc2)C[C@H](OCc2ccc(CO)cc2)O1
→ -5.0% | -0.9% | 1.5% | 21.9% | -12.9% | -11.4 | -2.8% | 15.4 | 10.0 | 0.0% | -13.4%
> Cc1cc(C)c(C)c(S(=O)(=O)N2CCN(c3ccc(O)cc3)CC2)c1C
→ 1.4% | -7.8% | 2.7% | -0.3% | -18.0% | -2.0 | -11.0% | -8.0 | -4.4 | ? | -1.3%
> C=CCn1c(SCC(=O)NC2CCCCC2)nc2ccccc2c1=O
→ -1.7% | -0.7% | 4.8% | 0.5% | 6.5% | 5.7 | 0.9% | -1.5 | -0.2 | 4.1% | -7.9%
> CCOc1ccc(N2C(=O)CC(N(CCc3ccc(OC)cc3)C(=O)c3cccc(F)c3)C2=O)cc1 (stereo not given)
→ -0.3% | -0.1% | -3.1% | -2.4% | 1.0% | 1.2 | 0.3% | -6.8 | 1.5 | 2.7% | 31.4%
> Cc1ccc(N2CC(C(=O)Nc3cccc(F)c3)CC2=O)cc1 (stereo not given)
→ -5.3% | 1.3% | 0.5% | -5.8% | -1.1% | 0.1 | -3.0% | 14.5 | 0.6 | 0.4% | 11.9%
> Cc1cc(Nc2cccc([N+](=O)[O-])c2)c2ccccc2n1
→ -2.7% | -7.5% | -6.6% | -1.9% | 0.0% | 1.2 | -2.1% | 12.7 | -1.6 | 2.6% | 19.6%
> CCCCNC(=O)C(CC)Sc1nc2sc(C(=O)OC)c(C)c2c(=O)n1N (stereo not given)
→ -0.4% | -1.7% | -1.4% | -10.5% | 3.1% | -22.4 | / | -2.2 | 0.0 | 2.1% | -17.0%
> COc1ccc(OCc2cc(/C=N\NC(=O)c3ccccc3)ccc2OC)cc1
→ ? | ? | ? | ? | 12µM* | 19.3 | -17.0% | 0.8 | / | -0.5% | ?
> CCCCNc1nc(NC)nc(Cl)c1SC
→ -5.1% | -7.0% | 5.7% | -8.4% | -2.0% | -7.3 | -20.2% | 17.1 | 2.4 | -1.7% | 21.3%
> COC(=O)c1ccc(CS(=O)(=O)c2ccc(C)cc2)o1
→ -1.5% | -5.8% | -2.3% | 16.4% | 1.7% | -3.0 | -2.7% | 3.4 | 2.3 | 3.5% | 32.3%
> COc1ccc(/C(N)=C/C(=O)C(C)(C)C)cc1
→ 23.2% | ? | 9.3% | 4.1% | ? | -5.8 | -4.2% | -19.2 | -1.4 | 2.7% | 16.2%
> CCOc1ccccc1NC(=O)CCN1CCN(S(=O)(=O)c2ccc(OC)cc2)CC1
→ -2.1% | -8.8% | -0.2% | -3.6% | 3.9% | -7.7 | -10.7% | 11.7 | 1.0 | 0.6% | 35.8%
> O=C(Nc1ccccc1N1CCCCC1)c1cccc([N+](=O)[O-])c1
→ -0.8% | 0.6% | -13.5% | -3.0% | 2.2% | -34.2 | 3.2% | -25.4 | 4.6 | 0.4% | 11.4%
> COc1ccc(NC(=O)c2cnn(-c3ccccc3)c2C)cc1
→ 2.51µM* | 0.398µM* | ? | -24.7% | 3.79µM* | 6.7 | ? | -9.7 | -2.1 | -17.3% | ?
> O=C(CNC(=O)C(c1ccccc1)c1ccccc1)OCC(=O)c1cccs1
→ -2.1% | -1.5% | 1.3% | -28.7% | -0.8% | -6.3 | 2.9% | 12.8 | -2.4 | -2.1% | -0.4%
> CCCC[C@H](CN(N=O)[C@@H](Cc1ccccc1)CN(C)N=O)N(CCc1ccccc1)N=O
→ -2.1% | 2.5% | -7.2% | -1.5% | 0.6% | 14.6 | 2.6% | -7.5 | -5.9 | -1.5% | 25.2%
> C/C(=N\NC(=O)c1cccnc1)c1ccc(C)c([N+](=O)[O-])c1
→ 1.3% | -1.8% | 7.2% | -13.0% | -13.1% | 19.5 | -7.7% | -2.9 | 0.9 | -1.8% | 17.6%
> COC(=O)C(NC(C)=O)(Nc1ccc(Br)cc1)C(=O)OC
→ -0.1% | 0.9% | 0.0% | 1.7% | -0.5% | -5.1 | 5.0% | 9.4 | 3.4 | -2.2% | -7.8%[10 µM]
> O=C(Nc1ccc(F)cc1F)C1CCN(S(=O)(=O)c2cccnc2)CC1
→ -0.2% | -2.8% | -1.1% | 1.3% | 2.9% | 8.1 | 2.4% | -16.9 | 0.7 | 1.6% | 16.6%
> CCOC(=O)C1C(=O)C(C(C)=O)C(=O)CC1CC(C)SCC (stereo not given)
→ -1.7% | -9.2% | -0.3% | 10.0% | -1.3% | -3.7 | 1.3% | -19.2 | -0.9 | -6.7% | -18.6%
> COC(=O)c1c(C)oc(C)c1S(=O)(=O)N1CCOCC1
→ 1.8% | -3.4% | 0.3% | -1.3% | 0.7% | 12.3 | 7.2% | 5.6 | 4.7 | 0.9% | 16.6%
> O=C(CNC(=O)c1cccc(F)c1)NC1CC1
→ / | / | 1.2% | / | / | -3.1 | 11.2% | 4.9 | / | -12.2% | /
> CNC(=O)c1ccsc1NC(=O)c1ccc(Cl)s1
→ 6.3% | -2.8% | 14.4% | 10.8% | ? | 10.2 | -12.8% | 3.9 | -0.3 | 0.3% | 17.2%
> COc1cc(CNC2CCCC2)cc(Br)c1OCC(=O)Nc1ccccc1C
→ 0.1% | -7.3% | -1.4% | 2.7% | 0.2% | 0.9 | 3.8% | -23.5 | -2.3 | 2.7% | 0.0%
> Cn1c(SCC(=O)NC2CC2)nnc1-c1cccc(NC(=O)c2ccccc2F)c1
→ -4.9% | 4.5% | 0.3% | -15.1% | -2.4% | -0.7 | 3.9% | 6.8 | -0.1 | -2.5% | -4.3%
> CC1CCC(C(C)C)C(=O)/C1=C\c1ccc(NC(=O)CCC(=O)O)cc1 (stereo not given)
→ -3.2% | -3.4% | 2.2% | ? | 16.9µM* | -5.0 | 1.7% | -19.0 | 13.4 | -0.3% | -34.1%
> COCC(=O)Nc1ccc(N2CCOCC2)c(S(=O)(=O)Nc2ccc(OC)cc2)c1
→ / | / | 2.2% | / | / | 0.1 | ? | 11.6 | / | -1.8% | /
> CSCC[C@@H](C(=O)NCc1cccs1)N1Cc2ccccc2C1=O
→ 0.9% | 6.8% | -1.3% | 10.2% | -0.1% | -17.7 | -0.9% | ? | 2.4 | -3.1% | 22.8%
> CC[n+]1c(P(=O)([O-])c2ccccc2)[nH]c2ccccc21
→ -5.7% | -7.3% | -0.8% | -8.1% | 3.4% | -0.7 | 5.8% | -15.9 | -0.5 | -1.8% | 3.3%
> Cc1[nH]c2ccccc2c1NC(=O)CN1CCN(c2cccc(C(F)(F)F)c2)CC1
→ / | / | / | -6.5% | -16.4% | 8.1 | 6.6% | -18.9 | -5.2 | / | ?
> Cc1ccc(C(=O)NCCCNC(=O)Cc2ccc(Cl)cc2)cn1
→ -1.6% | 0.8% | 2.4% | / | 3.8% | 11.2 | -1.9% | -12.3 | / | -13.5% | /
> COc1ccc(C(=O)NCC(=O)N/N=C(C)\C=C\c2ccccc2)cc1OC
→ -1.4% | -4.1% | -10.8% | -5.1% | -17.9% | 2.8 | -28.5% | -22.2 | 1.4 | -0.6% | 6.3%
> CC(C)CC(NC(=O)CC12CC3CC(CC(C3)C1)C2)C(=O)NC1=NCCS1 (stereo not given)
→ -2.5% | 0.3% | 0.6% | -28.2% | 0.6% | 7.1 | 6.9% | -6.2 | 2.2 | 1.4% | ?
> Cc1ccccc1CN(C)CC(=O)Nc1c(C)cccc1C(C)C
→ -4.1% | -9.7% | -6.3% | 19.9% | -6.2% | -21.9 | -13.0% | 5.9 | 1.7 | 3.6% | 1.6%
> N#C/C(=C\c1ccc(N2CCCC2)c([N+](=O)[O-])c1)c1nc2ccccc2[nH]1
→ ? | ? | 12.1% | ? | 5.36µM* | -7.6 | 1.6% | -3.1 | -7.4 | -0.3% | 2.1%
> COc1ccc(OC(=O)c2cc(S(=O)(=O)N3CCCC3)ccc2Cl)cc1
→ -0.9% | 3.4% | 0.5% | -6.9% | 1.1% | 19.0 | -19.6% | -7.2 | -0.5 | 1.5% | 1.1%
> CCCCN(CCCC)CCCNC(=O)C1CC(c2ccc(C(F)(F)F)cc2)=NO1 (stereo not given)
→ -1.5% | -5.7% | -1.1% | -4.7% | 1.1% | -19.8 | 12.9% | 9.1 | 4.6 | -4.0% | -2.1%
> CCNC(=S)NNc1nc(N2CCCCC2)nc(N2CCOCC2)n1
→ 1.0% | 0.7% | 3.1% | ? | -6.3% | 6.5 | -4.2% | -9.3 | -0.4 | -1.0% | 14.1µM*
> CCOC(=O)C(NC(=O)c1ccc(Cl)cc1Cl)(Nc1ccc(C)cc1)C(F)(F)F (stereo not given)
→ 3.8% | 0.3% | -6.4% | 15.1% | -0.5% | -3.1 | -13.0% | 7.7 | 0.9 | 0.8% | -25.0%
